High-throughput results (PubChem BioAssay)
ROCK2 blocker: inhibitors of human ROCK2 kinase, primary screen, biochemical, high-throughput, luminescence. 0.35% of 60,000 active. inhibition, % at 6 µM. AID 604, 2007. purified ROCK2, Kinase-Glo ATP depletion luminescence. Rho-associated protein kinase 2 (Homo sapiens), O75116;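 active means inhibition above the screen-wide mean inhibition plus 3 SD, cut at about 18% in these data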;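 further: plate controls were DMSO wells for no effect and Y-27632 control wells after no-enzyme background subtraction for full effect; many of its hits are not listed in these tables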
CatB mixtures: cathepsin B inhibitors from pooled compounds, primary screen, biochemical, compound mixtures, AMC fluorescence. AID 488, 2006. inhibition, %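 (ten-compound pools at 5 µM per compound and 50 µM total)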. 0.06% of 62,000 active. Purified cathepsin B, AMC dipeptide fluorescence. P07858; in the data active means inhibition above about 22%, passing the limit was not always enough;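 further: 0% = enzyme without compound and 100% = no enzyme blank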
PKA inh: inhibitors of human PKA kinase activity, primary screen, biochemical, ATP-depletion luminescence, Kemptide substrate; PKA Kemptide phosphorylation, Kinase-Glo ATP luminescence; inhibition, % at 6 µM; 0.1% of 65,000 active; AID 524, 2006;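 active means inhibition above the screen-wide mean inhibition plus 3 SD, cut at about 21% in these data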; further: many of its hits are not listed in these tables
CatB inh: human cathepsin B inhibitors, primary screen, biochemical, fluorogenic substrate; purified cathepsin B, fluorescence; AID 453, 2006; inhibition, %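 (tested at 10 µM)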; P07858; 0.1% of 63,000 active; in the data active means inhibition above about 21%;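 further: 0% = enzyme with no compound and 100% = no enzyme blank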
RORa activator: activators of orphan receptor RORA, primary screen, cell-based, luminescence | Nuclear receptor ROR-alpha (Homo sapiens), P35398 | CHO-K1 Gal4-RORA LBD luciferase reporter; percent increase over mock-subtracted basal signal | activation, % at 10 µM | 1.5% of 65,000 active | AID 560, 2006;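 active means activation above the mean of all tested compounds plus 3 SD, cut at about 49% in these data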;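 further: 0% = DMSO-treated RORA cells and 100% = added signal equal to DMSO minus mock-transfected cells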
Target sequence (P35398 whole entry, looked up, the tested form may be a part): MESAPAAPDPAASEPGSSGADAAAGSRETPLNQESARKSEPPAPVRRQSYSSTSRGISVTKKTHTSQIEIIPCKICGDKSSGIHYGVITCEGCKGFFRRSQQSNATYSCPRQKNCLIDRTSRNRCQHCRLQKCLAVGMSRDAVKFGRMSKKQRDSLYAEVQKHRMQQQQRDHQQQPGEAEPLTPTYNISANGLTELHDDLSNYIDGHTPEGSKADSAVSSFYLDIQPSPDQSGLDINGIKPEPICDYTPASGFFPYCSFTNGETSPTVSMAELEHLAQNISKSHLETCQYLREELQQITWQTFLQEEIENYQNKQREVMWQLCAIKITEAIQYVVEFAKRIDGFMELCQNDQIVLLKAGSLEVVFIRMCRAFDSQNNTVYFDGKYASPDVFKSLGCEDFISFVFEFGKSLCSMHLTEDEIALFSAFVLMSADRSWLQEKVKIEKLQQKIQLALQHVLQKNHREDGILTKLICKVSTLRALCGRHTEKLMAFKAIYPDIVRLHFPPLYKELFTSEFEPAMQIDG
CatS block: inhibitors of human cathepsin S, biochemical, compound mixtures; P25774; recombinant cathepsin S, AMC dipeptide fluorescence, pooled mixtures; inhibition, %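 (tested at 5 µM per compound within 10-compound mixtures)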; 0.06% of 62,000 active; in the data active means inhibition above about 32%, passing the limit was not always enough;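 further: 0% = enzyme without compound and 100% = blank without enzyme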
AP ELISA ortho: alternative complement pathway inhibitors, primary screen, biochemical, ELISA, human serum, orthogonally pooled compounds; LPS-coated ELISA, C3 deposition; tested in compound mixtures; inhibition, % at 5 µM; 0.08% of 62,000 active; AID 1235, 2008;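 active means inhibition above 30% in each of the two pooled mixtures holding the compound, so the lower value exceeds 30%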;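 further: 0% = serum in Mg-EGTA without compound and 100% = EDTA serum blank; some compounds past the cut are filed as inactive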
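Assay system: Human serum alternative complement pathway, C3 deposition on LPS-coated wells | Incubation: 1 h serum-compound exposure at 37 °C | Doses: 5 µM per compound in ten-compound mixtures | Read-out: Percent inhibition | Technique: ELISA with HRP anti-human C3 antibody, TMB substrate, absorbance 450 nm | Replication: Two pool placements per compound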
JNK3 blocker: JNK3 kinase activity inhibitors, primary screen, biochemical, human, purified enzyme; HTS; inhibition, % at 8 µM; 0.61% of 60,000 active; in the data active means inhibition above about 17%;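 further: 0% = DMSO and 100% = reference inhibitor; many of its hits are not listed in these tables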
Target sequence (P53779 whole entry, looked up): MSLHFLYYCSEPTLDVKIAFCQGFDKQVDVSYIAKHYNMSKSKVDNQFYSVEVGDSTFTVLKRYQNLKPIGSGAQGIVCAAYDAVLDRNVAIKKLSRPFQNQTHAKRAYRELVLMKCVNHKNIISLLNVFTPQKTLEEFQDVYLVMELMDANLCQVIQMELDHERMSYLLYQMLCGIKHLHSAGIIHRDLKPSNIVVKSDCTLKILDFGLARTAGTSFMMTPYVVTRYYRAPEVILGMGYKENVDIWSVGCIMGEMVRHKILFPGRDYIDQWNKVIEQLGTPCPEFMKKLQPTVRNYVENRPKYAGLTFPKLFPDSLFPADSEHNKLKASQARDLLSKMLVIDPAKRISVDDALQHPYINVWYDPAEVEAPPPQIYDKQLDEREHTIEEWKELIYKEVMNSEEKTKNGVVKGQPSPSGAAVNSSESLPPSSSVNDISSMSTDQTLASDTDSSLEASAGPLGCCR
Ec RNAP inh: E. coli RNAP inhibitors, biochemical. E. coli RNA polymerase, fluorescence transcription assay. DNA-directed RNA polymerase subunit beta (Escherichia coli (strain K12)), P0A8V2. AID 559, 2006. 0.2% of 62,000 active. inhibition, %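 (tested at 10 µM)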; in the data active means inhibition above about 20%;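 further: 0% = enzyme without compound and 100% = no enzyme blank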
The depositor's hits bear a star; nt = no result given.

SMILES	ROCK2 blocker	CatB mixtures	PKA inh	CatB inh	RORa activator	CatS block	AP ELISA ortho	JNK3 blocker	Ec RNAP inh
O=P(/C(=N/O)Sc1ccccc1)(N1CCOCC1)N1CCOCC1	-4	2	-3	5	-18	15	6	-7	8
C=CCn1c(SCC(=O)Nc2cccc(C)c2)nnc1-c1cnccn1	3	2	7	7	3	-2	12	-3	7
c1ccc(CCc2nn3c(C4COc5ccccc5O4)nnc3s2)cc1 (stereo not given)	-2	8	3	8	10	15	-1	1	0
CCOc1cc([C@H]2[C@@H]3CCCC[C@]3(O)CCN2CC(=O)NCc2ccco2)ccc1O	-7	7	-4	-1	1	20	-8	-3	6
O=C(CCC1N=C2c3ccccc3N=C(SCc3ccc(F)cc3)N2C1=O)NCc1ccco1 (stereo not given)	-9	7	6	9	40	14	7	6	8
O=S(=O)(Nc1nc2ccccc2nc1NCc1ccco1)c1ccc(Cl)cc1	7	-12	12	1	3	5	2	-1	8
COc1cccc(CNC(=O)c2ccc(NC(=O)C3CCCO3)cc2)c1 (stereo not given)	nt	23	-2	2	-6	11	-1	nt	5
CC(C)OC(=O)c1nn2c(C(F)(F)F)cc(-c3ccc(Br)o3)nc2c1Br	-10	nt	1	-1	-24	nt	nt	2	11
O=C(O)c1ncc(-c2ccccc2)cn1	7	-1	8	2	10	2	3	-4	8
CCOC(=O)N1CCN(C(=O)c2cnn3c(C(F)F)cc(-c4ccc(C)cc4)nc23)CC1	8	6	12	3	-3	3	-1	-1	8
COc1ccc(Nc2nc(N)nc(SCc3nnc(C)s3)n2)cc1	5	-4	6	2	37	4	2	0	-1
COc1ccc2c(c1)c(CC(=O)O)c(C)n2C(=O)c1ccc(Cl)cc1	6	4	8	6	-29	1	22	3	7
O=c1[nH]cnc2cc(-c3ccccc3)sc12	10	nt	15	-1	18	nt	nt	9	4
Cc1ccc(CCNC(=O)C2CCN(S(=O)(=O)c3cccc4nonc34)CC2)cc1	1	2	9	1	-27	-4	11	-8	-3
Cn1c(SCC(=O)NC2CCCC2)nnc1-c1ccc(S(=O)(=O)N2CCOCC2)cc1	6	0	12	0	-6	7	-7	-5	6
Cc1ccc(C2C(C(=O)c3sc(-c4ccccc4)nc3C)=C(O)C(=O)N2CCN(C)C)o1 (stereo not given)	9	5	2	-4	6	3	15	3	6
Cc1ccc(-n2c(=O)cc(N3CC(C)CC(C)C3)[nH]c2=O)cc1 (stereo not given)	nt	-1	-3	3	1	-3	11	nt	0
Cc1nc(SCC(=O)NCc2ccccc2)c2c(=O)n(C)c(=O)n(C)c2n1	0	1	-4	-1	6	41	8	3	6
Cc1cc(C)n2nc(Nc3ccccc3)cc2n1	nt	-2	5	6	23	7	4	nt	12
CCOc1ccc(S(=O)(=O)N(C)c2ccc(OCC(=O)OCc3c(C)noc3C)cc2)cc1	4	3	3	0	-11	-1	10	-6	3
CCCSc1nc(N)c(C#N)c(-c2ccc(C)cc2)c1C#N	6	5	6	5	-14	-9	7	14	7
CC(C)=C1C2C=CC1C(C(=O)Nc1cc(C)ccc1C)C2C(=O)O (stereo not given)	nt	4	-6	6	9	7	-5	nt	7
CC1(C)Cc2c(C#N)c(SCC(=O)c3ccccc3)nc(N3CCOCC3)c2CS1	0	nt	-1	0	-14	nt	nt	1	6
CN(C)C(=O)COn1c(SCC(=O)N(C)C)nc2ccccc2c1=O	4	nt	3	4	-9	nt	nt	1	7
Cc1nc2ccccn2c1C(=O)NC1CCCCC1	5	3	0	3	0	-3	9	-3	8
Cc1cccc(OCCCCc2c(C)n[nH]c2C)c1C	6	0	9	-1	-4	-5	18	7	8
CCOC(=O)C1CCN(C(=O)Nc2ccc(NC(=O)C3CCN(C(=O)OCC)CC3)cc2)CC1	4	3	4	2	-23	2	16	-5	6
CCOc1ccc(C2CC(c3cccc(Cl)c3)n3nc(N)nc3N2)cc1 (stereo not given)	7	2	6	2	-9	-5	24	4	5
CCOC(=O)N1CCN(C(=O)C(NS(=O)(=O)c2cccc3nsnc23)c2ccccc2)CC1 (stereo not given)	-4	2	-4	5	-5	3	9	-3	3
COc1ccc(OC)c2c(N3CCN(C)CC3)cc(C(F)(F)F)nc12	-4	7	-4	-2	-23	7	3	-1	3
Cc1nc2cc(NC(=O)Nc3ccc(N4CCOCC4)cc3)ccc2n1C	-5	5	-4	6	-15	9	0	-33	8
COC(=O)c1sc(=S)n(-c2cc(F)ccc2F)c1N	nt	3	3	-4	14	-15	21	nt	0
COCCn1c(COc2ccccc2)nnc1SCC(N)=O	0	-2	-3	2	-20	1	3	-1	-2
CCc1cc(=O)oc2cc(OCC(=O)OC)c(Cl)cc12	nt	1	-3	5	-6	11	-5	nt	4
O=C(Nc1ccc(Cn2nnc3ccccc32)cc1)c1ccco1	2	2	4	-2	8	0	13	15	5
CC1(C)NC(=O)NC2(C)NC(=O)NC(C)(C)C12 (stereo not given)	4	0	15	3	12	2	0	3	6
COc1ccccc1OCC(=O)NCCc1nc2ccccc2[nH]1	5	-2	5	-4	-1	3	-7	3	8
CCOC(=O)c1c(C)[nH]c(C(=O)CSc2ccccc2)c1C	0	1	4	1	-21	-9	-9	-10	-6
CC1CCc2nc(NCCO)nc(C(F)(F)F)c2C1 (stereo not given)	0	1	-3	0	-20	14	15	0	3
CCOC(=O)c1ccoc1CSCC(=O)N1CCN(S(=O)(=O)c2ccc(C)cc2)CC1	1	-2	6	-1	-22	-7	-6	-5	-5
CCN1C(=O)CC(N2CCN(c3ccc(OC)cc3)CC2)C1=O (stereo not given)	6	nt	-1	-1	-8	nt	nt	-7	nt
O=C(NCC1CCCO1)C(C(=O)c1ccc(F)cc1)n1ccccc1=O (stereo not given)	0	9	2	11	5	7	9	6	3
COc1ccc(C(c2sc3nc(C)nn3c2O)N2CCC3(CC2)OCCO3)cc1 (stereo not given)	4	2	6	-1	1	4	7	0	4
C=C(C)COc1ccc2oc(C)c(C(=O)OCCOC)c2c1	0	-1	-5	0	6	-4	18	1	-3
O=C(O)C1CC=CCC1C(=O)Nc1cccc(F)c1 (stereo not given)	-4	9	-2	-1	-19	12	0	1	9
COC(=O)C1=C(N)Oc2cc(C)n(CCc3ccccc3)c(=O)c2C1c1cccnc1 (stereo not given)	-1	-3	0	-1	-5	-3	17	4	2
O=C(O)C1CC=CCC1C(=O)NCc1ccccc1 (stereo not given)	4	-4	8	5	-5	-18	-3	7	4
COc1ccc(C(=O)CC(=O)O)c2c1C=CC(C)(C)O2	8	1	4	0	2	-6	10	-5	6
COc1ccc(C)cc1NC(=O)C1C2C=CC(C2)C1C(=O)O (stereo not given)	-1	-5	3	1	-9	-10	-7	-8	1
CC(C)CC(=O)N1CCN(C(=O)CCC2CCCC2)CC1	4	5	8	5	8	18	2	2	15

(more compounds)
SMILES	ROCK2 blocker	CatB mixtures	PKA inh	CatB inh	RORa activator	CatS block	AP ELISA ortho	JNK3 blocker	Ec RNAP inh
CN=c1sc(C(=O)Nc2cccc(Cl)c2)cc(=O)n1C	10	3	8	-6	-18	-10	12	4	5
C=CCn1c(SCC(=C)C)nc2c1c(=O)[nH]c(=O)n2C	2	3	5	0	13	-25	16	6	0
Cc1ccccc1-n1nnc2c(=O)oc3ccccc3c21	8	8	8	4	-19	13	-1	3	6
C=CCSC1=N/C(=C\c2ccc3c(c2)OCO3)C(=O)S1	-1	4	-2	-3	-18	-6	14	0	0
Cc1cc2cc(CNC(=O)c3cc4ccccc4o3)ccc2n1C	-1	0	-1	3	4	-4	1	5	6
COC(=O)CSc1nc2ccccc2n1CC(=O)N(C(C)C)C(C)C	6	2	7	-2	-2	6	14	-2	-6
O=C(Oc1ccccc1C(=O)N1CCOCC1)c1ccccc1	8	4	6	nt	11	5	-2	5	11
COc1cc(NC(=O)c2ccco2)c(OC)cc1NC(=O)CCC(=O)Nc1cccc(C)c1C	3	1	6	-4	-10	-3	2	6	0
O=C(NCC1CCCO1)NC1(C(F)(F)F)Oc2ccccc2O1 (stereo not given)	nt	3	-1	0	30	-2	12	nt	7
O=C(O)C1CCCN1S(=O)(=O)c1cc(Cl)ccc1Cl (stereo not given)	5	0	8	-4	-17	-1	8	0	2

Entries of single compounds, looked up by structure.
C=CCn1c(SCC(=C)C)nc2c1c(=O)[nH]c(=O)n2C reads ROCK2 blocker: 2; CatB mixtures: 3; PKA inh: 5; CatB inh: 0; RORa activator: 13; CatS block: -25; AP ELISA ortho: 16; JNK3 blocker: 6; Ec RNAP inh: 0
COc1cc(NC(=O)c2ccco2)c(OC)cc1NC(=O)CCC(=O)Nc1cccc(C)c1C reads ROCK2 blocker: 3; CatB mixtures: 1; PKA inh: 6; CatB inh: -4; RORa activator: -10; CatS block: -3; AP ELISA ortho: 2; JNK3 blocker: 6; Ec RNAP inh: 0

Following part
SMILES	ROCK2 blocker	CatB mixtures	PKA inh	CatB inh	RORa activator	CatS block	AP ELISA ortho	JNK3 blocker	Ec RNAP inh
COc1nc(Nc2ccc(-c3nc4ccccc4o3)cc2)nc(N2CCOCC2)n1	-1	6	0	-1	-1	22	1	-7	5
O=C(CN(C(=O)CCC(=O)Nc1nccs1)c1ccc(F)c(Cl)c1)NCc1ccco1	-3	3	0	4	18	2	11	-3	6
Cc1nc(C)c(C(=O)C2=C(O)C(=O)N(CCN(C)C)C2c2ccccc2)s1 (stereo not given)	-3	-1	-10	2	-23	14	10	-2	1
Cc1ccc(-c2csc3nc(=O)c(C)nn23)cc1	4	2	4	2	-6	9	7	5	5
COC(=O)c1ccc(NC(=O)CSc2nnc(COc3ccccc3)n2C)cc1	10	-8	8	3	5	-23	18	4	-1
O=C(NC1CCCCCCC1)C1=COCCO1	2	4	9	7	27	7	-1	2	13
COc1ccc(C(=O)CSc2nc(SC)ns2)cc1OC	4	-4	-1	0	-1	-9	10	-4	10
COc1ccc(OC)c(C(=O)COC(=O)c2c(OC)cccc2OC)c1	4	37	1	-8	-6	-5	15	0	-2
CC(=O)Nc1ccc(S(=O)(=O)N2CCN(C(=O)N3CCCCCC3)CC2)cc1	6	2	4	2	-3	7	10	-4	10
O=C(CSc1nnc(-c2ccccc2)o1)N1CCN(c2ccccc2)CC1	3	3	0	7	4	9	-4	-10	7
CSc1cccc(NC(=O)C2CCCN(S(=O)(=O)c3ccc(F)cc3)C2)c1 (stereo not given)	10	1	12	-1	2	5	3	-1	6
COc1ccc(CCN2C(=O)CC(N3CCN(c4ccccn4)CC3)C2=O)cc1OC (stereo not given)	-2	-4	0	0	4	-9	33*	-5	-12
Nc1nc2n(c1C(=O)c1ccccc1)CCC2	9	7	10	3	-14	-14	12	9	11
CCc1cc(=O)oc2c(CN3CCN(C)CC3)c(O)c(Cl)cc12	-11	-14	-2	-32	-25	-45	-6	5	-38
CCOC(=O)N1CCC(N2Cc3cccc(C(=O)NC(C)c4ccc5c(c4)OCCO5)c3C2=O)CC1 (stereo not given)	-2	-2	4	0	2	-5	1	4	-9
COc1ccc(-c2nnn(CC(=O)N(CC(=O)NCCC(C)C)c3ccccc3)n2)cc1OC	3	0	7	1	24	-3	20	5	7
Cc1c(/C(O)=C2/C(=O)C(=O)N(CCN3CCOCC3)C2c2ccco2)cnn1-c1ccccc1 (stereo not given)	5	3	6	1	-14	7	-1	0	10
O=C(Nc1nnc(-c2ccco2)s1)C1CCCCC1	-2	-3	0	-3	-7	6	-10	4	-1

As entered above:
Cc1c(/C(O)=C2/C(=O)C(=O)N(CCN3CCOCC3)C2c2ccco2)cnn1-c1ccccc1 (stereo not given) in RORa activator: -14
O=C(Nc1nnc(-c2ccco2)s1)C1CCCCC1 in CatS block: 6

An excerpt; the hit share may differ from the screen's.
